Bioassay records (PubChem)
Fluorescein autfl = qHTS Assay for Spectroscopic Profiling in Fluorescein Spectral Region. max fluorescein-equivalent concentration, M. actives 0.91% (n = 59,000). Compound autofluorescence, 480/540 nm, fluorescein-equivalent; stronger effect = higher value; in the data active means max fluorescein-equivalent concentration above about 10 nM; inconclusive means between about 1.1 nM and that limit
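Normalized response (dye-equivalent concentration) derives from comparing each well's 540 nm emission, under 480 nm excitation, with plate-resident fluorescein standards. Compounds were held in 100 mM Tris, pH 8.0, for 15 min at room temperature.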
GFP derepression = qHTS Assay for Epigenetic Modulators; mouse C127i GFP locus derepression, cytometry, 30 h; Potency, µM (doses to about 46.1 µM), for the others: top-dose GFP derepression (activation); actives 0.09% (n = 68,000); further: % of control where 0% means no effect
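Read-out is the number of GFP-positive cells, scored as fluorescent objects 20 to 120 um wide, reflecting derepression of a silenced CMV-GFP reporter in murine C127i cells after 30 h compound exposure at 37 C.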
TexasRed autofl = qHTS Assay for Spectroscopic Profiling in Texas Red Spectral Region. max dye-equivalent concentration, M. Compound fluorescence, Texas Red channel, 547/618 nm; stronger effect = higher value. actives 0.06% (n = 59,000); in the data active means max dye-equivalent concentration above about 10 nM; inconclusive means between about 1.1 nM and that limit
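Spectral interference profiling: each compound concentration's relative fluorescence, read with a 547 nm excitation and 618 nm emission filter pair, was normalized to a per-plate Texas Red standard curve.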
A350 autofl = qHTS Assay for Spectroscopic Profiling in A350 Spectral Region. actives 11% (n = 59,000). max dye-equivalent concentration, M. Compound autofluorescence, 340/450 nm, Alexa 350 dye-equivalents; stronger effect = higher value; in the data active means max dye-equivalent concentration above about 10 nM; inconclusive means mostly about 1.1 nM to 9.6 nM
CRE Fsk mod = Cell signaling CRE-BLA (Fsk stim); CHO CRE-bla reporter (cAMP response element driving beta-lactamase), forskolin EC10, beta-lactamase ratio; Potency, µM (top dose mostly 38.2 µM), without a hit: at the highest dose activity change, negative = inhibition, usual class: activators; actives 2.5% (n = 71,000); active means well fitted activation curve with a large enough effect in the signal ratio, with a control signal flat, not every such curve was filed as active; inconclusive means small, poorly fitted or top-dose-only effect, or effect the other way, or a change in a side signal; the % refers to the signal ratio; further: potency means the concentration at half of the fitted maximal effect; % of control where 0% means no effect
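Modulation of forskolin signalling: compounds in titration series added with EC10 NKH 477 to CHO cells carrying a CRE-driven beta-lactamase reporter, 3 h, 37C. CCF4 FRET ratio (460/530 nm, ex 405 nm) gives %activity and AC50.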
HBB splice mod = qHTS Assay for Modulators of Hemoglobin Beta Chain Splicing; HBB splicing reporter cell assay, activation; EGFP reporter with mutant IVS2-654 intron; response scale: normalised to 500 nM splice-correcting PNA; Potency, µM (titrated, usually from 46.1 µM), for inactives: at the top dose activation, usual class: activators; actives 0.06% (n = 65,000); AID 925, 2007; further: potency means the concentration at half of the fitted maximal effect; 0% is about no effect
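HeLa cells stably expressing EGFP interrupted by mutant beta-globin intron 2 (IVS2-654), 500/well in 2% FCS. Treated with compound for 2 days at 37C. Splicing correction scored as total well GFP intensity (488 nm excitation, 500-520 nm emission); 500 nM antisense PNA served as control.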
Ub-GFP proteasome = Ubiquitin-GFP Assay; Ubiquitin-GFP reporter cells, proteasome inhibition, GFP fluorescence; response scale: untreated = 0%, 10 µM MG-132 = 100%; Potency, µM (doses to about 45.9 µM), for the others: top-dose activation (GFP accumulation), usual class: activators; 67,000 tested, under 10 active; AID 526, 2006; active means well fitted activation curve with a large enough effect, not every such curve was filed as active; inconclusive means small, poorly fitted or top-dose-only effect, or another doubt; inactive means no such curve, though single readings can be large or run the other way; further: potency means the concentration at half of the fitted maximal effect
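Reporter cells (U2OS, ubiquitin-G76V-GFP fusion) are plated overnight, then treated 4 hr at 37 °C with compound titrations from 46 uM down to 2.9 nM. Activity is scaled against untreated cells and 10 uM MG-132.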
ERK AVP block = qHTS Assay for Inhibitors of the ERK Signaling Pathway using a Homogeneous Screening Assay. HEK293-V1b, vasopressin-stimulated pERK AlphaScreen. Potency, µM (highest dose often 57.5 µM), without a hit: top-dose activity, negative = inhibition, actives largely listed as inhibitors. actives 0.99% (n = 72,000); further: potency means the concentration at half of the fitted maximal effect; on the % scale 0 is the no-effect control and ±100 the full control effect; nearly all actives have a fitted effect of over 55% in size
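Overnight-seeded V1b-HEK293 cells in 1% FBS got compound, then vasopressin (25 nM final, 5 min, 37C), then lysis buffer. AlphaScreen detection of phospho-ERK; activity normalized to basal and full-stimulation controls.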
Hsp90 Hop PPI = qHTS Assay for Disrupters of an Hsp90 Co-Chaperone Interaction; Hsp90 C-terminal peptide / TPR2A (Hop) interaction, human; AlphaScreen TPR2A-His6 binding biotin-Hsp90 C-terminal peptide; Potency, µM (series often up to 57 µM), without a hit: at the top dose activity change, negative = inhibition; actives 0.44% (n = 71,000); AID 595, 2007; active means well fitted curve in either direction with a large enough effect; inconclusive means small, poorly fitted or top-dose-only effect, or another doubt; further: potency means the concentration at half of the fitted maximal effect; on the % scale 0 is the no-effect control and ±100 the full control effect; many of its hits are not listed in these tables
Luciferase inh = qHTS Assay for Inhibitors of Firefly Luciferase. Luciferin 4-monooxygenase (Photinus pyralis), P08659. purified firefly luciferase, luminescence, 8 min. Potency, µM (highest dose often 57.1 µM), inactives show at the highest dose activity change, negative = inhibition, most hits filed as inhibitors. actives 2.2% (n = 72,000); further: potency means the concentration at half of the fitted maximal effect; on the % scale 0 is the no-effect control and ±100 the full control effect; nearly all actives have a fitted effect of over 40% in size
Target sequence (P08659 whole entry, looked up): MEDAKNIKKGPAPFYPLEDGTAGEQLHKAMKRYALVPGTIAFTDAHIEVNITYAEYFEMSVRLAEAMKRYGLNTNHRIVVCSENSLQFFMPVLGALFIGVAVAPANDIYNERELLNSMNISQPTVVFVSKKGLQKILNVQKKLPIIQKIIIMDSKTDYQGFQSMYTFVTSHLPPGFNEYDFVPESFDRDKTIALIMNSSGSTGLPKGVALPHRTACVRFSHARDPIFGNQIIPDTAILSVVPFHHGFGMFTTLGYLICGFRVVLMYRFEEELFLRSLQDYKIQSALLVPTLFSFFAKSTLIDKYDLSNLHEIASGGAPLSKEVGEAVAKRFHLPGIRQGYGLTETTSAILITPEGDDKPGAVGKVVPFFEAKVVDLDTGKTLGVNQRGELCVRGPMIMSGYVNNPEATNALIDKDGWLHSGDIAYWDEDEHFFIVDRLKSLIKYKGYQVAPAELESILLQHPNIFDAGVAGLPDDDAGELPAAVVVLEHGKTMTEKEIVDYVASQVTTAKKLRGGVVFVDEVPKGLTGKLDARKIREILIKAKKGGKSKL
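Firefly luciferase (PKLight detection mix) with 10 uM ATP in pH 7.2 imidazole buffer (KCl, MgCl2, Tween 20, BSA). Compounds tested across a concentration series (qHTS). Luminescence read after 8 min at ambient temperature.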
4MU fluor = qHTS Assay for Spectroscopic Profiling in 4-MU Spectral Region | compound autofluorescence, 340/450 nm, 4-MU equivalents; stronger effect = higher value | max dye-equivalent concentration, M | actives 11% (n = 59,000); in the data active means max dye-equivalent concentration above about 10 nM; inconclusive means mostly about 1.1 nM to 9.6 nM
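Compounds in 100 mM Tris, pH 8.0, sat 15 min at room temperature before fluorescence was read at 340 nm excitation/450 nm emission; a per-plate six-point 4-MU standard curve converted signals to dye-equivalent concentration at each compound concentration.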
An asterisk follows results filed as active; i = inactive; ? = inconclusive; · = no result given; [ ] = another dose, or the depositor's remark. Unless noted, the call rests on the fitted dose curve; in most records, active means well fitted curve in the direction sought with a large enough effect; inconclusive means small, poorly fitted or top-dose-only effect, or another doubt; inactive means no such curve, though single readings can be large; an effect the other way counts as inactive or inconclusive. A portion of the library; rates above refer to the full screens.

SMILES	Fluorescein autfl	GFP derepression	TexasRed autofl	A350 autofl	CRE Fsk mod	HBB splice mod	Ub-GFP proteasome	ERK AVP block	Hsp90 Hop PPI	Luciferase inh	4MU fluor
Cn1c(=O)c2c(nc(N3CCc4ccccc4C3)n2Cc2ccc(Br)cc2)n(C)c1=O	i	2%	i	i	-4%	-2.0%	-1%	-18%	0%	1%	i
c1cncc(-c2nnc(-c3cccs3)o2)c1	i	0%	i	i	15%	-0.3%[57.5 µM]	-7%	-12%	1%	-1%	i
COc1ccc(S(=O)(=O)N2CCCC2C(=O)Nc2ccc(C)cc2)cc1 (stereo unspecified)	i	0%	?	i	-3%	·	3%	-7%	1%	1%	i
CSc1nncc(-c2ccc(F)c(F)c2)n1	i	4%	i	i	5%	0.0%	7%	26%	-1%	4%	i
O=C(Cc1cccs1)NCc1ccccc1F	i	3%	i	i	-2%	-3.7%	-7%	3%	-6%	-4%	i
Cn1c(C(=O)N2CCc3ccccc32)cc2c(=O)n3ccccc3nc21	i	-1%	i	9.9e-08M*	?	-1.3%	7%	12%	0%	1%	1.1e-07M*
O=C(Nc1nncs1)c1ccc(S(=O)(=O)c2ccccc2)cc1	?	-2%	i	i	5%	-0.6%[57.5 µM]	-3%	5%	1%	4%	i
CN(C)CCn1c(C(=O)O)cc2ccccc21	i	0%	i	?	-1%	-0.7%	6%	26%	-1%	6%	?
CCc1nnc(NC(=O)CN2C(=O)c3ccccc3C2=O)s1	i	-2%	i	i	13%	-0.2%[1.84 µM]	3%	-7%	0%	2%	i
N#CCCN1CCN(C2=NC(=O)C(=C3CCCCC3)S2)CC1	i	-4%	i	i	7%	-0.3%[57.5 µM]	-7%	-2%	-3%	-2%	i
CCOc1ccccc1-n1cnc2cc(C(=O)NCc3ccco3)ccc21	i	2%	i	i	-3%	-0.6%	1%	-30%	-6%	-1%	i
Nc1cc(N)nc(SCC(=O)N2CCCCC2)n1	?	-1%	i	i	5%	-3.5%	0%	10%	1%	0%	i
COc1ccccc1-c1nnc(NC(C)=O)s1	i	0%	i	i	1%	6.9%[0.369 µM]	7%	2%	-4%	-25%	i
O=C(c1ccco1)N1CCC2(CC1)CCN(c1ccncc1)CC2	i	-2%[9.22 µM]	i	i	3%	-1.0%	4%	16%	-4%	-1%[11.4 µM]	i
COCCNc1ccnc(-c2c(C)noc2C)n1	i	0%[9.22 µM]	i	i	8%	-1.1%	-8%	0%	-2%	0%[2.29 µM]	i
O=C1OC2CC3CC1CC(O)(C3)C2 (stereo unspecified)	i	-6%	i	i	?	-0.3%	8%	19%	0%	1%	i
CCN(CC)CCN=C1CCCc2ccccc2N1	·	0%	·	·	-5%	-1.4%	-12%	7%	-2%	1%	·
CC(Oc1cc(C(F)(F)F)cc(C(F)(F)F)c1)C(=O)NC(N)=O (stereo unspecified)	i	-3%	i	i	-8%	-0.7%	-2%	7%	1%	3%	i
CCC(C)(C)n1nnnc1CN(Cc1ccco1)Cc1cc2cc3c(cc2[nH]c1=O)OCO3	?	0%	i	i	9%	·	2%	?	-16%	3%	i
Cn1c(=O)oc2cc(S(=O)(=O)N3CCCC(C(=O)N4CCc5ccccc5C4)C3)ccc21 (stereo unspecified)	·	·	·	·	-11%	-1.0%	-4%	-27%	-3%[2.3 µM]	5%	·

Four entries drawn at random from the list so far:
SMILES	Fluorescein autfl	GFP derepression	TexasRed autofl	A350 autofl	CRE Fsk mod	HBB splice mod	Ub-GFP proteasome	ERK AVP block	Hsp90 Hop PPI	Luciferase inh	4MU fluor
O=C(c1ccco1)N1CCC2(CC1)CCN(c1ccncc1)CC2	i	-2%[9.22 µM]	i	i	3%	-1.0%	4%	16%	-4%	-1%[11.4 µM]	i
CCOc1ccccc1-n1cnc2cc(C(=O)NCc3ccco3)ccc21	i	2%	i	i	-3%	-0.6%	1%	-30%	-6%	-1%	i
COc1ccccc1-c1nnc(NC(C)=O)s1	i	0%	i	i	1%	6.9%[0.369 µM]	7%	2%	-4%	-25%	i
Cn1c(=O)c2c(nc(N3CCc4ccccc4C3)n2Cc2ccc(Br)cc2)n(C)c1=O	i	2%	i	i	-4%	-2.0%	-1%	-18%	0%	1%	i

Further results.
SMILES	Fluorescein autfl	GFP derepression	TexasRed autofl	A350 autofl	CRE Fsk mod	HBB splice mod	Ub-GFP proteasome	ERK AVP block	Hsp90 Hop PPI	Luciferase inh	4MU fluor
NCCSS(=O)(=O)CCN	?	17%[9.22 µM]	i	i	14%[7.6 µM]	-1.5%[9.22 µM]	-2%[9.17 µM]	5%[11.5 µM]	-2%[11 µM]	2%[11.4 µM]	i
COc1cccc(-n2c(SCC#N)nnc2-c2cnccn2)c1	i	0%	i	i	14%	·	-4%	-21%	0%	2%	i
Cc1cc2nnc(SCC(=O)NCc3cccs3)n2c(N)n1	i	0%	i	i	0%	2.1%	-8%	-14%	1%	4%	i
CCn1c(SCC(=O)Nc2ccccc2N2CCOCC2)nnc1-c1ccccc1O	i	6%	i	i	-2%	8.3%	-6%	-16%	-7%	6%	i
CCOC(=O)c1c(NC(=O)COc2ncnc3sccc23)sc2c1CCC2	i	0%	i	i	?	-0.9%	-13%	-2%	-5%	1%	i
CCOc1cc(CN2CCN(C(=O)c3ccco3)CC2)ccc1OC	·	-5%	·	·	6%	-1.2%[9.22 µM]	17%	-6%	-3%	2%	·
CCOC(=O)c1c(C)nc(-c2ccccc2)nc1NC(C)=O	·	0%	·	·	16%	-6.5%	-8%	7%	2%	-2%	·
O=S(=O)(O)c1nc2ccccc2n1Cc1ccc(Cl)cc1Cl	i	-4%[20.6 µM]	i	i	·	·	·	·	·	0%[25.5 µM]	i
COC(=O)c1cc(NC(=O)CC2C(=O)NCCN2C(=O)c2ccccc2)cc(C(=O)OC)c1 (stereo unspecified)	i	-6%	i	i	-2%	0.4%	-1%	-29%	-1%	0%	i
c1csc(-c2ccc3ccccc3n2)c1	i	-2%	?	4.6e-08M*	4%	·	-1%	24%	?	?	5.3e-08M*
Cc1cccc(-n2nnnc2SCC(=O)c2cc(C)n(CC3CCCO3)c2C)c1 (stereo unspecified)	?	-1%	?	i	12%	-2.2%	0%	2%	-7%	-7%	i
CC(=O)Nc1ccc(S(=O)(=O)NCc2cn3ccsc3n2)cc1	i	-2%	i	i	-1%	0.5%	0%	2%	-4%	1%	i
O=C(c1ccco1)N1CCC[C@@]2(CCN(Cc3nccs3)C2)C1	?	2%[9.22 µM]	i	i	6%	0.7%	-11%	5%	-6%	2%[11.4 µM]	i
O=c1[nH]c(NCc2ccccc2)nc2c1CCC2	i	3%	i	?	14%	2.2%[0.369 µM]	·	-21%	-1%	1%	i
Cc1ccc(NCN2C(=O)c3ccccc3C2=O)c(C)c1	i	1%	i	i	-6%	·	1%	?	3%	6%	i
Nc1[nH]ncc1C(=O)Nc1cccc(C(F)(F)F)c1	i	-3%	i	i	?	0.7%	3%	3%	-4%	0%	i
Cc1ccc(S(=O)(=O)C(CCC(=O)N2CCOCC2)S(=O)(=O)c2ccc(C)cc2)cc1	i	0%	i	i	-2%	-0.8%[57.5 µM]	-2%	-4%	0%	3%	i
COc1ccccc1N(CC(=O)NCCSc1ccccc1)S(C)(=O)=O	·	-3%	·	·	?	0.2%[0.0738 µM]	?	-8%	-2%[11 µM]	-1%	·
COc1cccc(C(=O)SC2=NCCS2)c1	?	-1%	i	i	?	-0.9%	0%	-1%	-2%	3%	i
Cc1ccc(OCC(=O)Nc2ccc(O)c(C(=O)O)c2)cc1C	?	-2%	i	?	0%	-2.4%	-2%	-16%	-3%	-1%	?
Cc1cccc(OCC(O)CN2CCN(C3CCCCC3)CC2)c1 (stereo unspecified)	?	3%	i	i	0%	3.7%	-4%	-12%	-2%	2%	i
COc1cccc(Cn2c(=O)c(CCc3ccccc3)nc3cnc(N4CCOCC4)nc32)c1	?	18%[9.22 µM]	i	?	2µM*	0.7%	-1%	0%	-18%	-5%[11.4 µM]	?
CCOCC(=O)Nc1c(C(=O)Nc2ccccc2OC)oc2ccccc12	i	2%	i	7.7e-07M*	13%	-0.9%	7%	22%	-2%	-3%	8.5e-07M*
N#C/C(=C1/CCCCCN1)c1nc2ccccc2[nH]1	i	3%	i	i	8%	-0.2%[57.5 µM]	0%	16%	-6%	3%	i
Cc1nnc(NC(=O)c2ccc(S(=O)(=O)N(C)Cc3ccccc3)cc2)o1	i	2%	i	i	-4%	-0.7%	2%	8%	?	0%	i
COCCn1nnnc1C(c1cccc(C#N)c1)N1CCCCCC1 (stereo unspecified)	i	-1%	i	i	0%	·	-2%	7%	1%	4%	i
